# High-throughput results as filed in PubChem.
# PG9 Ab binder – PG9 antibody binding by small molecule. TR-FRET gp120-PG9 antibody binding. inhibition, % at 6.7 µM. 0.43% of 360,000 active. AID 624416; in the data active = inhibition above about 8.5%
# NPR1 activator – GC-A (human) enzyme activation; 0.14% of 370,000 active; activation, % at 10 µM; HEK293 GC-A cells, cGMP TR-FRET, EC30 ANP; 0% at EC30 ANP, 100% saturating ANP; in the data active = activation above about 40%
# ssDAF12 agonist – activates DAF-12 receptor from parasite S. stercoralis; HEK293 ssDAF-12/GRIP1 lit1-tk-luc reporter, luminescence; % of 3 µM dafachronic acid response; activation, % at 6.8 µM; 1% of 370,000 active;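 active = activation above the mean over all tested compounds plus 3 SD, cut at about 0.9% in these data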;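 note: 0% = DMSO-only wells and 100% = 3 µM delta7-dafachronic acid wells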
# SMARCA2 activ – activators of SMARCA2 function | MG213 cells, MMTV-luciferase reporter, dexamethasone, overnight | activation, % at 9.1 µM | 1% of 370,000 active | AID 652017; in the data active = activation above about 7.8%;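 note: 0% = vehicle wells and 100% = reference activator wells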
# ADAM17 inh – inhibitors of human ADAM17 | P78536 | recombinant ADAM17, EDANS/DABCYL FRET peptide cleavage | inhibition, % at 6.95 µM | 0.83% of 370,000 active | AID 720648;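 active = inhibition above the mean of compounds lying between control limits plus 3 SD, set per campaign, cut at about 8.5% in these data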;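 note: 0% = DMSO-only wells as the low control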
# DAX1 inh-1 – inhibitors of human orphan nuclear receptor DAX1 (NR0B1). P51843. HEK293 Gal4-DAX1 luciferase reporter, luminescence. inhibition, % at 6.75 µM. 0.99% of 340,000 active. AID 504766;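 active = inhibition above the mean over all tested compounds plus 3 SD, cut at about 4.2% in these data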;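 note: 0% = DAX1-transfected cells with DMSO and 100% = empty-vector control cells with DMSO; inhibition shows as a rise in luminescence from relieved DAX1 repression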
# Target sequence (P51843 207-470 limits assumed): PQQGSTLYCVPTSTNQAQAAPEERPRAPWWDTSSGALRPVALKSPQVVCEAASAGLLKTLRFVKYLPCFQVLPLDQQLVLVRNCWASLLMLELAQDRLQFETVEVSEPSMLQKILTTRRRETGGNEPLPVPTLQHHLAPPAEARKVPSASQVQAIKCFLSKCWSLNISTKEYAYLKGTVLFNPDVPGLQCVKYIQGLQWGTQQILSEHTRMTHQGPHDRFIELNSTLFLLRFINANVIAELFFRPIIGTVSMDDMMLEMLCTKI
# FXN GAA850 act – frataxin GAA850 promoter activation; HEK293 lucGAA850 FXN promoter luciferase reporter, 24 h; percent of 10 µM SAHA response; activation, % at 6 µM; 0.56% of 360,000 active;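 active = activation above the average of all compounds screened plus 3 SD, cutoff fixed separately per campaign, cut at about 7.5% in these data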;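 note: 0% = DMSO wells and 100% = 10 µM SAHA wells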
# DAX1 inh-2 – blocks DAX1 repression of SF-1 activated StAR promoter; HEK293T StAR-luciferase reporter, SF-1/DAX-1 repression relief; inhibition, % at 6.8 µM; 1.1% of 370,000 active; AID 652010;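 active = inhibition above the mean over all tested compounds plus 3 SD, cut at about 3.6% in these data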;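 note: 0% = DAX-1 cells with DMSO and 100% = cells lacking DAX-1 with DMSO; higher inhibition means more luminescence from relief of DAX-1 repression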
# ADAM10 inh – inhibits human ADAM10. O14672. inhibition, % at 7 µM. AID 720582. recombinant ADAM10, EDANS/DABCYL FRET peptide cleavage, 3 h. 0.62% of 370,000 active;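 active = inhibition above a per-campaign cutoff equal to the mean of compounds falling between control-based bounds plus 3 SD, cut at about 20% in these data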;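 note: 0% = DMSO wells while the 100% control is not disclosed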
# Target sequence (O14672 214-748 limits assumed): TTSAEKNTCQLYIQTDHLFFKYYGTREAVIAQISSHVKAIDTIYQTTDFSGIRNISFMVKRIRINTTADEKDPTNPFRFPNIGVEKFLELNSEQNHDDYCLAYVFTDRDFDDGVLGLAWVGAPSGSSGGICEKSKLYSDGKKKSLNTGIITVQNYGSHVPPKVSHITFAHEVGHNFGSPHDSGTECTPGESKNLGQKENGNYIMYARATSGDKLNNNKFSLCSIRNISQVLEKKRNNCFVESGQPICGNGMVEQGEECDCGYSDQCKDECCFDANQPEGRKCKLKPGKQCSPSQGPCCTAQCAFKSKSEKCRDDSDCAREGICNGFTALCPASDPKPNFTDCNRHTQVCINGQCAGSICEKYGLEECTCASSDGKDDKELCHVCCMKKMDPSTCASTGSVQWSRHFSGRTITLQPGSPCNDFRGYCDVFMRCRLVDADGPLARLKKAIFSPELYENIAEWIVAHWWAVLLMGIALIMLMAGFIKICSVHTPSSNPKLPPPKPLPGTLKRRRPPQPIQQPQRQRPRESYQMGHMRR
# hcDAF12 agonist – activates DAF-12 receptor from parasite H. contortus. HEK293 hcDAF-12 lit1-tk-luc reporter, luminescence; 0% DMSO, 100% Δ7-dafachronic acid. AID 652067. 1.4% of 370,000 active. activation, % at 6.8 µM;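 active = activation above the mean of all tested compounds plus 3 SD, cut at about 5.5% in these data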;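 note: 100% = response to 3 µM Δ7-dafachronic acid high control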
# hgDAF12 agonist – agonists of H. glycines DAF-12 nuclear receptor | HEK293 GAL4-hgDAF12 UAS-luciferase reporter, agonist luminescence; normalized to butyrate control | activation, % at 6.8 µM | 1.8% of 370,000 active;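 active = activation above a cutoff set at the mean of all screened compounds plus 3 SD, cut at about 10% in these data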;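 note: 0% = DMSO wells and 100% = sodium butyrate wells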
# * marks the source's active call; other numbers are inactive results; nt = not tested or not shown.
SMILES,PG9 Ab binder,NPR1 activator,ssDAF12 agonist,SMARCA2 activ,ADAM17 inh,DAX1 inh-1,FXN GAA850 act,DAX1 inh-2,ADAM10 inh,hcDAF12 agonist,hgDAF12 agonist
COc1ccc(NS(=O)(=O)c2cccc(C(=O)NNC(=O)c3ccc(Br)o3)c2)cc1,0.3,0.9,-0.9,-1.7,6.7,-0.5,-1.0,-1.4,9.3,-2.6,1.1
COc1ccc(-c2cc(=O)c3cc(F)ccc3[nH]2)cc1,-2.4,-0.1,-1.0,1.3,-22.5,-1.0,3.0,1.2,-79.0,0.8,0.2
O=C(Nc1ccc(NC(=O)C2CCCCC2)cn1)c1ccco1,-3.6,-2.4,0.1,1.4,6.2,-0.9,4.9,4.3*,5.8,6.4*,16.2*
Cc1ccc(Cn2ccc(NC(=O)c3noc4c3CCCC4)n2)cc1,-1.0,0.1,-1.6,-0.7,-4.3,0.6,3.6,-0.1,3.2,0.3,2.6
NC(=O)c1nsc(C(=O)N(CCc2ccccc2)C(C(=O)NC2CCCC2)c2ccco2)c1N (stereo not given),-0.7,nt,-1.4,-1.3,-14.1,-1.3,-0.7,0.0,-43.8,-0.8,-0.6
NS(=O)(=O)c1ccc(CCNC(=O)C2CCN(S(=O)(=O)c3c(Cl)cccc3Cl)CC2)cc1,-0.2,-0.3,-1.2,0.0,-3.1,0.5,1.5,0.4,7.2,-0.7,2.5
COc1cc(NC(=O)COC(=O)/C=C/c2ccc(OC)c(OC)c2)cc(OC)c1,0.0,0.9,-1.8,-0.9,-28.0,-0.5,-3.1,-0.6,-76.7,-0.9,-1.4
CCOC(=O)/C(C#N)=C/c1c[nH]c2ccccc12,-1.0,1.5,0.4,10.8*,5.4,1.0,5.8,0.2,3.1,9.0*,7.5
CC(C)C(NC(=O)CCN1C(=O)c2ccccc2C1=O)c1ccccc1 (stereo not given),-0.1,4.0,-1.5,-1.4,-1.6,2.1,2.4,0.0,2.4,-2.6,0.3
Fc1cccc2sc(Nc3nnc(-c4ccco4)o3)nc12,-1.3,4.4,0.1,4.2,-17.1,0.5,2.2,1.8,-46.7,4.0,12.7*
C=CCCN(C(C(=O)OC)C(C)C)S(=O)(=O)c1ccccc1Br (stereo not given),-0.5,-3.2,-1.0,-0.3,1.4,1.1,-2.0,-0.5,5.0,-2.1,0.8
Cc1c(NS(=O)(=O)c2cccc(C(=O)N3CCCC3)c2)c(=O)n(-c2ccccc2)n1C,0.1,4.6,-1.0,-3.1,0.0,1.2,0.8,-1.2,-8.7,-1.4,0.8
Cc1cc(C)cc(-n2c(SCC(=O)Nc3cccc(S(=O)(=O)NC4=NCCCCC4)c3)nc3ccccc3c2=O)c1,-3.3,0.4,-2.2,-1.6,5.9,-0.6,-7.7,-1.3,25.6*,-2.9,-4.4
COc1cccc(NC(=O)c2oc3ccc(S(=O)(=O)N4CCOCC4)cc3c2C)c1,-1.7,3.0,-1.6,1.7,0.6,-2.9,1.1,-1.9,0.9,-2.0,-3.5
COc1ccc(CNC(=O)C[C@H]2C[C@H](C(=O)N3CCOCC3)[C@@]3(C)c4[nH]c5cc(-c6ccco6)ccc5c4CCN3C2=O)cc1OC,0.0,-0.8,-1.2,4.7,-77.5,-1.4,-0.2,0.9,-249.5,-1.9,-1.2
Cc1ccc(C)c(N2CCN(C(=O)CCNC(=O)Cn3ccc4ccccc4c3=O)CC2)c1,-0.9,-5.4,-0.5,2.0,-2.0,0.4,-0.3,0.3,-4.2,0.3,4.1
O=C(Cn1nc2ccccc2n1)N/N=C/c1cc([N+](=O)[O-])ccc1O,-2.9,-2.0,-0.9,-0.6,6.1,0.6,-0.2,0.3,8.9,2.2,-1.4
Cc1ccc(C(=O)N/C(=C\c2cn(-c3ccccc3)nc2-c2ccccc2)C(=O)N2CCOCC2)cc1,0.9,-10.7,-1.7,1.0,-4.8,0.9,1.3,0.0,-9.1,0.0,-2.8
Cc1ccc(Cl)cc1-c1cc(C(=O)N2CCc3ccccc3C2)[nH]n1,-1.2,0.1,-1.2,-2.0,-3.2,nt,0.6,0.8,-4.6,-2.9,-0.2
CCCC(=O)Nc1nnc(S(=O)(=O)N(CC)c2ccccc2)s1,-0.7,3.4,-1.1,0.6,-3.4,-0.4,0.0,-0.1,-2.2,-1.6,1.9
CO[C@@]1(NC(=O)C2SC(=C(C(N)=O)C(=O)O)S2)C(=O)N2C(C(=O)O)=C(CSc3nnnn3C)CS[C@@H]21 (stereo not given in full),-1.4,3.6,-1.2,0.0,-6.0,-0.4,0.8,1.2,-0.8,-3.5,-1.6
CCC(C)NC(=O)C1CCN(S(=O)(=O)c2cccnc2)CC1 (stereo not given),-2.6,-2.0,-1.1,0.0,-1.1,-0.4,-1.7,0.6,1.2,0.3,0.5
CCN(C(=O)c1ccc2c(=O)n3c(nc2c1)CCCCC3)c1ccc(F)cc1,-2.4,-1.1,-0.8,2.5,-3.4,-0.9,1.6,0.1,6.5,-0.2,-0.3
CN(Cc1ccsc1)C(=O)CCc1nnc(Cc2c[nH]c3ccccc23)o1,-0.4,-0.4,0.3,-1.3,-1.8,0.1,1.6,0.4,-1.0,1.5,2.1
COc1ccccc1C(=O)N(C)CC(=O)Nc1ccc(N2CCOCC2)cc1,-1.8,3.1,-0.6,-0.3,0.3,-0.5,0.2,-0.6,4.9,-1.1,2.1

# (more compounds)
SMILES,PG9 Ab binder,NPR1 activator,ssDAF12 agonist,SMARCA2 activ,ADAM17 inh,DAX1 inh-1,FXN GAA850 act,DAX1 inh-2,ADAM10 inh,hcDAF12 agonist,hgDAF12 agonist
CC(=O)Nc1ccc(-c2ccnc3c2CC(C)(C(=O)NCCN(C)C)O3)cc1 (stereo not given),-1.7,1.0,-1.3,-1.6,-1.1,nt,0.3,1.6,-4.0,1.0,-1.9
O=C(COC(=O)/C=C/c1ccc([N+](=O)[O-])cc1)NC(c1ccccc1)c1ccccc1,-0.8,-0.8,0.0,-5.0,-4.1,1.1,2.0,-0.5,-4.3,-2.3,-2.1
O=C(Cn1nnc2ccccc21)c1ccccc1,0.0,0.0,-1.0,3.7,-1.4,0.4,2.4,-0.3,-3.6,0.3,0.4
O=C(COc1ccc(Cl)cc1)NNC(=O)CSc1nncs1,-1.6,3.1,-1.2,-0.6,-1.1,0.9,1.1,2.1,1.2,0.3,-1.3
CC(C)CSc1nnc(-c2ccco2)n1C,nt,1.6,-0.5,8.4*,1.6,nt,nt,-0.6,1.4,1.1,7.8
Cc1cc(N/N=C/c2ccc(Cl)cc2)nc(NCc2ccccc2)n1,0.7,-2.6,-0.5,-0.9,-1.7,-0.4,2.7,-0.7,-2.1,-2.1,-0.2
COC(=O)c1sc2ccccc2c1NC(=O)c1ccc(S(=O)(=O)N2CCCC(C)C2)cc1 (stereo not given),-1.5,-4.2,-0.4,-0.6,-0.2,-0.8,-4.5,0.4,-0.1,-1.4,3.8
O=C(Nc1ccccc1)N1CCCC(c2nc(-c3ccc(F)cc3)no2)C1 (stereo not given),-1.2,-1.1,-1.0,-2.2,-3.2,-0.6,0.5,0.3,-3.2,-1.3,2.4
COc1ccc(/C=C(\NC(=O)c2ccc(C)cc2)C(=O)NCCCn2ccnc2)cc1,-1.8,-2.2,-0.7,1.2,-1.3,1.5,0.2,0.3,-13.7,-0.1,-0.3
COc1ccc(-c2nc(S(=O)(=O)c3ccccc3)c(N3CCN(C)CC3)o2)cc1,-0.5,-7.3,-1.5,-4.8,-0.5,0.4,1.1,-1.7,1.9,-2.4,0.5
COc1cccc(-c2nc(C#N)c(N3CCN(C(=O)c4ccco4)CC3)o2)c1,-1.0,1.2,-0.8,1.1,-36.5,1.4,0.5,0.5,-146.2,-1.4,-0.8
COc1ccc(Cc2noc(COc3ccc(Cl)cc3)n2)cc1,1.6,6.5,-1.2,-2.1,2.7,0.9,2.0,-0.3,9.8,2.4,0.7
CC1CCN(C(=O)C(NS(=O)(=O)c2cccc3nsnc23)C(C)C)CC1 (stereo not given),-0.3,2.8,-1.1,-3.8,-5.1,0.1,1.6,-0.4,5.5,-0.8,-0.5
Cc1cc2ccccc2c(=O)n1CC(=O)NCc1ccco1,1.0,4.1,-1.0,-5.2,-19.2,-1.6,1.6,-0.9,-40.2,-1.7,0.7
COc1ccccc1S(=O)(=O)Cc1ccc(C(=O)NC2CCCCC2)o1,1.9,2.5,-1.3,1.0,4.4,-1.6,1.2,-0.3,1.9,-2.2,-0.8
CC1=C(C(=O)NCc2ccccc2)C(c2cccs2)NC(=S)N1 (stereo not given),-1.4,0.0,-0.8,-0.5,0.3,1.4,0.4,0.7,-9.8,0.8,2.8
CN(C)C(=O)CCc1ccc2c3c([nH]c2c1)[C@]1(CCc2ccccc2)[C@@H](C(=O)N2CCCCC2)C[C@H](CC(=O)NCCc2ccccn2)C(=O)N1CC3,1.1,2.2,-0.8,0.8,-0.5,0.5,-3.3,-0.3,-2.6,0.9,0.3
Cc1cccc(Cc2cccc(C)c2O)c1O,-1.6,-3.4,-1.2,-1.6,1.7,nt,0.0,0.3,4.0,-2.2,0.3
COc1ccc(/C=C(/NC(=O)c2ccccc2)C(=O)N2CCCCC2)cc1,-3.2,1.1,-1.1,0.5,-0.7,-0.6,1.8,-0.2,1.9,-0.8,-0.6
Cc1cc(=O)[nH]c(SCC(=O)N2C(C)CCCC2C)n1 (stereo not given),-1.7,0.4,-0.4,-0.7,-0.3,1.0,-0.1,0.0,4.0,1.1,2.6
CCCC(C)NC(=O)CSc1nc2ccc(C)cc2[nH]1 (stereo not given),1.2,0.1,-0.6,-3.2,-2.6,-0.5,1.5,0.5,-6.1,-1.0,-3.9
Cc1ccc(S(=O)(=O)NC2(C(F)(F)F)C(=O)Nc3c2c(=O)n(C)c(=O)n3C)cc1 (stereo not given),1.9,3.5,-0.7,-2.8,-1.9,0.0,0.6,0.2,-0.9,0.2,1.1
CC1(CC(=O)N/N=C/c2ccc(-c3cccc(C(F)(F)F)c3)o2)OCCO1,-1.9,4.2,-1.1,-2.1,-2.7,-1.1,1.0,0.1,-6.1,-2.2,-0.9
CCCc1cc(=O)[nH]c2nnc(SCC(=O)Nc3ccc(C(C)=O)cc3)n12,0.2,2.1,-0.5,0.6,-1.9,0.4,-1.5,-1.0,-5.1,-0.2,0.2
O=C1Nc2ccccc2N=C(c2ccccc2)C1N(Cc1ccc(F)cc1)C(=O)c1cccnc1 (stereo not given),-1.5,-11.9,-0.5,-1.9,-6.8,nt,nt,-1.1,-13.0,0.2,-3.9
CC(Oc1ccccc1)C(=O)N=C1SC2CS(=O)(=O)CC2N1c1cccc(F)c1 (stereo not given),-0.6,-1.8,-1.2,-1.5,1.3,0.3,1.0,0.1,-6.5,0.8,-1.2
COCCn1nnnc1C(c1ccccn1)N1CCN(c2cc(Cl)ccc2C)CC1 (stereo not given),0.0,-3.4,-1.2,-1.3,-2.8,0.3,-1.9,-1.3,2.1,-1.8,0.3
COc1ccc(CC(=O)Nc2nnc(C(C)C)s2)cc1,-0.8,4.5,-1.0,0.3,-4.9,-0.8,1.8,1.4,-6.1,1.4,-0.1
COc1ccc(C2=NN(CN3C(=O)C(=O)c4ccccc43)C(c3ccc(Br)cc3)C2)cc1 (stereo not given),-2.1,-3.4,-1.1,7.1,1.1,0.1,3.8,1.2,3.4,-1.9,3.5

# Compounds were not picked by outcome; 6.8% or so of the library scored in one or more.
